Salmonella PhoP GFP – PhoP regulon inhibitors, Salmonella typhi PhoP promoter GFP reporter, confirmatory (AID 1850) | Salmonella Typhi PhoP-promoter GFP reporter, fluorescence, 4 h; higher % means a stronger effect | inhibition, % at 50 µM; hits with a dose series show IC50 in µM | hit rate 0.33% among 310,000; in the data active means a potency from the dose series; inconclusive means inhibition mostly from about 25% at the one dose, without a potency; inactive means the rest, 99 in 100 with inhibition below about 19%;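 further: 0% = induced wells with vehicle and 100% = uninduced wells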
H1N1 NS1A inhibition – NS1A inhibition, H1N1 influenza, cell based functional assay (AID 504329). one-dose inhibition, % at 12.5 µM; IC50 in µM for titrated hits. NS1A functional cell-based assay, percent inhibition; higher % means a stronger effect. hit rate 0.3% among 340,000; in the data active means a potency from the dose series; inconclusive means inhibition above about 27% without an active follow-up result; further: strong numbers were not always called active
M. tuberculosis HTS – M. tuberculosis growth inhibition, HTS (AID 449762); M. tuberculosis H37Rv growth inhibition, 7H9 media; higher % means a stronger effect; inhibition, % at 25 µM; hits with a dose series show IC50 in µM; hit rate 0.59% among 330,000; in the data active means a potency from the dose series; inconclusive means inhibition above about 70% without an active follow-up result;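 further: bacterial growth assessed after seven days of incubation; strong numbers were not always called active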
VEEV TC-83 Vero – inhibitors of VEEV TC-83 cytopathic effect, confirmation, Vero cells (AID 588727); Vero cells, VEEV TC-83 cytopathic effect inhibition; higher % means a stronger effect; one-dose inhibition, % at 20 µM; IC50 in µM for titrated hits; hit rate 0.13% among 350,000; in the data active means a potency from the dose series; inconclusive means inhibition mostly from about 14% at the one dose, without a potency; inactive means the rest, 99 in 100 with inhibition below about 12%; further: strong numbers were not always called active
M. tuberculosis – growth inhibition of non-replicating M. tuberculosis (AID 488890); Mycobacterium tuberculosis non-replicating, growth inhibition; higher % means a stronger effect; one-dose inhibition, % at 25 µM; IC50 in µM for titrated hits; hit rate 0.39% among 320,000; in the data active means a potency from the dose series; inconclusive means inhibition mostly from about 82% at the one dose, without a potency; inactive means the rest, 99 in 100 with inhibition below about 76%;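 further: plate controls were DMSO cells for no effect and high antibiotic wells for full effect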
VEEV TC-83 Vero 10K pilot screen – recorded beside VEEV TC-83 Vero, whose call it bears; inhibition, %; measured here: 10K pilot screen inhibition
* = called active by the depositor; i = inactive; ? = inconclusive; . = no result given; & = joins results of further samples.

SMILES	Salmonella PhoP GFP	H1N1 NS1A inhibition	M. tuberculosis HTS	VEEV TC-83 Vero	M. tuberculosis	others
Cc1cc2oc(C(=O)Nc3ccc(S(=O)(=O)N4CCCC(C)C4)cc3)cc(=O)c2cc1Cl (centres undefined)	-7%	-3%	2%	i	-3%
O=C(OCC(=O)N1CCCC1)c1ccccc1C(=O)c1ccccc1	.	-4%	-3%	1.7%	12%
O=C1C(C=Nc2ccc(F)cc2)=C(O)c2ccccc21	3%	-9%	13%	3.9%	-6%
Cc1c(C(=O)NC(C)c2ccncc2)oc2ccccc12 (centres undefined)	6%	-7%	0%	0.4%	-9%
O=C(C[C@H]1C/C=C\C[C@H](Cc2ccc(F)cc2)C(=O)OC[C@@H]2CCCN2C1=O)N[C@H](CO)Cc1ccccc1	.	9%	-5%	0.8%	52%
Cc1ccc(CNC(=O)CCc2nc(-c3cccs3)no2)cc1	.	-7%	-14%	1.2%	-18%
CCOC(=O)c1c(-c2ccccc2)csc1NC(=S)NC	-7%	12%	15%	i	14%
COC(=O)C(C)N1C(=O)S/C(=C\c2cc(C)n(-c3ccccn3)c2C)C1=O (centres undefined)	1%	1%	6%	i	17%
COc1ccc(-n2c(SCC(=O)N3CCCC(C)C3)nnc2-c2cccnc2)cc1 (centres undefined)	10%	1%	-1%	0.1%	-4%
Cc1[nH]n(-c2ccccc2)c(=O)c1/C=N/NC(=O)c1ccoc1C	-10%	9%	7%	11%	-8%
Cc1nc2cc(NC(=O)Nc3ccc(Br)cc3)ccc2o1	1%	8%	4%	0.8%	9%
CC1=C(C(=O)OCC(C)C)C(c2ccccc2Cl)NC(=O)N1C (centres undefined)	.	0%	-9%	0.6%	30%
CCOC(=O)C1(CC2CCCCO2)CCN(S(=O)(=O)c2ccccc2)CC1 (centres undefined)	-1%	4%	3%	1.9%	-4%
Cc1cc(C(=O)Nc2ccncc2)ccc1[N+](=O)[O-]	5%	-9%	-2%	0.1%	1%
O=C1CC(c2ccccc2)=NN1c1nc(-c2ccccc2)cs1	-31%	-13%	1%	1.9%	11%
Cn1nnnc1SCC(=O)N1CCN(c2ccccc2)CC1	-14%	8%	0%	0.6%	12%
COc1cc(SC)ccc1C(=O)Nc1c(Cl)cncc1Cl	-3%	-3%	?	1.2%	3%
Cc1ccc(SCC(=O)Nc2cccc(C(=O)NC(C)(C)C)c2)cc1	-8%	-2%	-3%	1.0%	9%
O=C(C1c2ccccc2C(=O)N2CCc3ccccc3C12)N1CCC2(CC1)OCCO2 (centres undefined)	-10%	-6%	3%	4.7%	0%
Cc1c(C(=O)N2C[C@@H](C)O[C@@H](C)C2)oc2c(F)cccc12	1%	7%	-3%	0.6%	-29%
O=C(NCCN1CCOCC1)c1cc2sccc2n1Cc1ccc(Cl)cc1	1%	>100µM*	12%	i	-1%
S=C(Nc1ccccc1)N1CCN(c2ccccc2)CC1	.	-2%	.	1.4%	.
CCCn1c(SCC(=O)N2CCc3ccccc3C2)nc2c1c(=O)n(C)c(=O)n2C	-5%	-2%	2%	0.9%	8%
CN(CC(=O)NC(=O)NCc1ccccc1)Cc1ccc(Cl)cc1	2%	21%	7%	2.5%	8%
COc1ccc(NC(=O)c2ccccc2OCc2c(C)noc2C)cc1OC	-7%	-10%	-14%	9.1%	9%

Some of these compounds in order of heavy-atom count, highest first:
SMILES	Salmonella PhoP GFP	H1N1 NS1A inhibition	M. tuberculosis HTS	VEEV TC-83 Vero	M. tuberculosis	others
O=C(C[C@H]1C/C=C\C[C@H](Cc2ccc(F)cc2)C(=O)OC[C@@H]2CCCN2C1=O)N[C@H](CO)Cc1ccccc1	.	9%	-5%	0.8%	52%
Cc1cc2oc(C(=O)Nc3ccc(S(=O)(=O)N4CCCC(C)C4)cc3)cc(=O)c2cc1Cl (centres undefined)	-7%	-3%	2%	i	-3%
O=C(C1c2ccccc2C(=O)N2CCc3ccccc3C12)N1CCC2(CC1)OCCO2 (centres undefined)	-10%	-6%	3%	4.7%	0%
CCCn1c(SCC(=O)N2CCc3ccccc3C2)nc2c1c(=O)n(C)c(=O)n2C	-5%	-2%	2%	0.9%	8%
COc1ccc(NC(=O)c2ccccc2OCc2c(C)noc2C)cc1OC	-7%	-10%	-14%	9.1%	9%
O=C(NCCN1CCOCC1)c1cc2sccc2n1Cc1ccc(Cl)cc1	1%	>100µM*	12%	i	-1%
O=C(OCC(=O)N1CCCC1)c1ccccc1C(=O)c1ccccc1	.	-4%	-3%	1.7%	12%
Cc1[nH]n(-c2ccccc2)c(=O)c1/C=N/NC(=O)c1ccoc1C	-10%	9%	7%	11%	-8%
CC1=C(C(=O)OCC(C)C)C(c2ccccc2Cl)NC(=O)N1C (centres undefined)	.	0%	-9%	0.6%	30%
Cn1nnnc1SCC(=O)N1CCN(c2ccccc2)CC1	-14%	8%	0%	0.6%	12%
COc1cc(SC)ccc1C(=O)Nc1c(Cl)cncc1Cl	-3%	-3%	?	1.2%	3%
O=C1C(C=Nc2ccc(F)cc2)=C(O)c2ccccc21	3%	-9%	13%	3.9%	-6%
Cc1cc(C(=O)Nc2ccncc2)ccc1[N+](=O)[O-]	5%	-9%	-2%	0.1%	1%

Returning to the listing, starting 2 compounds before the break.
SMILES	Salmonella PhoP GFP	H1N1 NS1A inhibition	M. tuberculosis HTS	VEEV TC-83 Vero	M. tuberculosis	others
CN(CC(=O)NC(=O)NCc1ccccc1)Cc1ccc(Cl)cc1	2%	21%	7%	2.5%	8%
COc1ccc(NC(=O)c2ccccc2OCc2c(C)noc2C)cc1OC	-7%	-10%	-14%	9.1%	9%
OCc1csc(=Nc2ccccc2)n1-c1ccccc1	-4%	0%	-9%	i	-12%
Cc1[nH]c2ccccc2c1C(O)c1ccncc1 (centres undefined)	-5%	-3%	-2%	1.9%	-8%
CC1Cc2nc(SCC(=O)N3CCOCC3)n(C)c(=O)c2S1 (centres undefined)	-5%	-2%	-6%	1.9%	-9%
Cc1ccc(S(=O)(=O)N2CCCCC2)cc1NC(=O)c1c(-c2ccccc2)noc1C	.	-14%	0%	i	-6%
CCCn1c(=S)[nH]c2cc(C(=O)NCC3CCCO3)ccc2c1=O (centres undefined)	.	-12%	-7%	5.0%	28%
COc1ccc(N2C(=O)CC(Cc3ccc(Br)cc3)C2=O)cc1 (centres undefined)	-3%	-2%	7%	0.7%	21%
COc1ccc(/C=N/NC(=O)CCn2c3ccccc3c3ccccc32)cc1O	8%	-6%	0%	1.1%	16%
Cn1nc(N)nc1N1CCN(c2ccc(F)cc2)CC1	1%	-18%	-2%	i	-1%
Cc1n[nH]c(=O)c2c(NC(=O)CSc3ncccn3)oc(C)c12	4%	-7%	-6%	3.1%	-25%
O=[N+]([O-])c1ccccc1/C=C/CN1CCCC(CO)C1 (centres undefined)	-6%	-5%	2%	0.1%	-11%
CC(OC(=O)CCC(=O)c1ccc(F)cc1)C(=O)NC1CCCCC1C (centres undefined)	-5%	-5%	-8%	1.9%	0%
O=C(COC(=O)c1cccnc1)Nc1ccc2c(c1)OCO2	7%	-6%	5%	1.2%	15%
COc1ccc(CCNC(=O)/C(C#N)=C2\N=C(NC(=O)c3cccs3)c3ccccc32)cc1	-18%	10%	-2%	9.1%	37%
FC(F)Oc1ccc(NC(=S)N2CCN(Cc3ccccc3)CC2)cc1	-2%	-5%	-7%	0.7%	-8%
CCC(C)C(NC(=O)C1CCC(C)CC1)C(=O)NCc1cccnc1 (centres undefined)	1%	-2%	0%	i	-2%
CCOC(=O)C(Nc1ccc2ccccc2c1)C(=O)OCC	-2%	7%	?	0.5%	7.7µM*
C/C(N)=C(/C#N)C(=O)COC(=O)COc1ccc(Cl)cc1	-7%	2%&10%	-9%	0.0%&4.9%	49%
NC(=O)CC(NC(=O)c1ccc(Br)cc1)c1ccc(N2CCC(Br)CC2)c([N+](=O)[O-])c1 (centres undefined)	2%	15%	2%	i	-10%
COc1cccc(C(=O)N2CCN(Cc3ccco3)CC2)c1OC	2%	-23%	-9%	i	-14%
c1csc(-c2nc(CN3CCSCC3)cs2)c1	-24%	-16%	1%	1.1%	10%
COC(=O)C1CCN(c2ccc(Cl)nn2)CC1	0%	2%	1%	0.1%	-11%
Cc1ccc2c(C(=O)CN3CC(C)CC(C)C3)c(C)[nH]c2c1 (centres undefined)	-5%	19%	-6%	i	12%
COc1cc(C[C@@H](CO)[C@H](CO)Cc2ccc(O)c(OC)c2)ccc1O	6%	.	2%	.	1%
Cc1ccc(C(=O)NCCCN2CCOCC2)cc1S(=O)(=O)N1CCOCC1	.	-14%	-10%	1.0%	5%
CC(=O)N1CCN(C(=O)COC(=O)COc2c(C)cc(C)cc2C)CC1	.	-4%	1%	1.3%	-13%
SMILES	Salmonella PhoP GFP	H1N1 NS1A inhibition	M. tuberculosis HTS	VEEV TC-83 Vero	M. tuberculosis	others
CC1(C)CC(=O)C2=C(C1)OC(N)=C(C#N)C2c1cccs1 (centres undefined)	7%	-3%	-4%	4.7%	70%
COC(=O)c1c(O)cc(C(C)(C)C)n(-c2ccccc2)c1=O	14%	2%	0%	0.7%	7%
Cc1ccc(C2CC(C(F)(F)F)n3nc(C(=O)Nc4c(C)n(C)n(-c5ccccc5)c4=O)cc3N2)cc1 (centres undefined)	3%	5%	-10%	1.7%	-10%
CC(C)C[C@H](NC(=O)c1nc[nH]c1C(=O)N[C@@H](CCCCN)C(=O)OC(C)(C)C)C(=O)OC(C)(C)C	.	-4%	3%	0.5%	66%
Cc1ccccc1-c1nnc(SCC(=O)NC2CCCCC2)o1	9%	-17%	?	0.5%	?
COc1ccc(Br)cc1CNC(=O)C1CCN(S(=O)(=O)N2CCCC2)CC1	0%	-6%	-8%	0.4%	13%
CCCCOCCCNC(=O)N[C@H](C(=O)OC)C(C)CC (some centres undefined)	3%	-4%	-6%	0.5%	0%
NC(=O)C1CCN(C2CC(=O)N(c3cccc(F)c3)C2=O)CC1 (centres undefined)	-3%	-25%	-1%	2.0%	-2%
O=c1[nH]c2ccccc2nc1C(F)(F)C(F)F	-4%	6%	-1%	i	3%	VEEV TC-83 Vero 10K pilot screen=0.7
Cn1sccc1=O	-6%	3%	?	2.8%	68%
COC(=O)c1ccc(NC(=O)CSc2nnc(-c3ccccc3)n2C)cc1	10%	1%	3%	0.0%	1%
Cc1cccc(N=C2NN=C(c3c[nH]c4ccccc34)CS2)c1	-2%	0%	2%	7.1%	52%
Cc1ccc(C(=O)NCC(=O)NCc2ccccc2F)s1	.	4%	1%	2.3%	3%
CCC1Sc2ccc(S(=O)(=O)CCC(=O)NC3CCCCCC3)cc2NC1=O (centres undefined)	7%	8%	6%	1.0%	21%
O=C(CNC(=O)c1ccccc1)OCN1C(=O)c2ccccc2C1=O	.	-2%	.	0.6%	.
O=C1CCC([N+](=O)[O-])C(c2ccc(F)c(Br)c2)N1 (centres undefined)	1%	-7%	4%	1.5%	-3%
C=CCN1C(=O)c2ccccc2C1(O)Cc1ccccc1 (centres undefined)	-2%	-34%	-11%	0.3%	-15%
COc1cc(Cl)cc(C2NC(=O)NC(C)=C2C(=O)NCc2ccccc2)c1O (centres undefined)	-20%	-4%	-2%	0.3%	8%
Cc1c[n+](C)ccc1CC1C([N+](=O)[O-])=C[N-]c2ncnn21 (centres undefined)	.	-6%	.	2.1%	.
O=C(CSc1nc(N2CCCCC2)nc(N2CCCCC2)n1)Nc1nccs1	2%	3%	-3%	0.6%	-7%
COc1cc2c(cc1OC)C(c1cc3cccc(C)c3[nH]c1=O)N(C(=O)c1ccco1)CC2 (centres undefined)	6%	6%	4%	0.4%	30%
Cc1ccc(OCCSc2nc3ccccc3n2CC(=O)O)c(C(C)C)c1	-3%	-28%	-1%	i	3%
C/C(N)=C(/C#N)C(=O)CSc1nc2ccccc2c(=O)n1CCCOC(C)C	0%	1%	6%	0.2%	13%
O=C(NCC1CCCO1)c1cc(S(=O)(=O)Nc2ccc(Br)cc2)ccc1Cl (centres undefined)	0%	-8%	0%	0.4%	9%
O=C(OCC(=O)N1CCc2ccccc21)c1c2c(nc3ccccc13)CCCC2	-3%	-14%	0%	7.2%	15%
O=C(Nc1ccc(Nc2ccccc2)cc1)c1ccc(Br)o1	-1%	12%	66%	i	73%
CCOc1cccc(C(=O)Nc2nnc(-c3cccs3)s2)c1	-2%	-4%	0%	9.1%	-18%
CCC(C)NCCOCCOc1ccccc1-c1ccccc1 (centres undefined)	-1%	-2%	-13%	0.4%	13%

Screens: PubChem, Southern Research Specialized Biocontainment Screening Center
